Bioassay records (PubChem)
CatB mix inh: human cathepsin B inhibition by mixtures | P07858 | Purified cathepsin B, AMC dipeptide fluorescence, compound mixtures | inhibition, %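 (ten-compound pools at 5 µM per compound and 50 µM total)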 | 62,000 compounds, 0.06% hits | AID 488; in the data active = inhibition above about 22%, passing the limit was not always enough;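 also: 0% = enzyme without compound and 100% = no enzyme blank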
AP complement: alternative pathway complement inhibition, orthogonal assay. Human serum alternative complement pathway, LPS-coated ELISA, C3 deposition; tested in compound mixtures. inhibition, % at 5 µM. 62,000 compounds, 0.08% hits. AID 1235;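 active = inhibition above 30% in each of the two pooled mixtures holding the compound, so the lower value exceeds 30%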;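 also: 0% = serum in Mg-EGTA without compound and 100% = EDTA serum blank; some compounds past the cut are filed as inactive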
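Assay system: human serum alternative complement pathway, C3 deposition on LPS-coated wells; Dosing: 5 µM per compound in ten-compound mixtures; Detection: Anti-C3 ELISA, OD 450 nm; Buffer or medium: Mg2+-EGTA GVB++ buffer containing human serum at 1:15 dilution; Timing: 1 h at 37 °C; Replication: two different pools per compound.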
MKP-1 inh: inhibitors of human MKP-1 phosphatase; P28562; recombinant MKP-1, OMFP hydrolysis fluorescence; inhibition, %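 (compounds tested at a single concentration somewhere between 10 and 100 µM)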; 65,000 compounds, 0.15% hits; AID 374;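 active = inhibition above about 50%, limit read from the data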;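 also: 0% = DMSO max control wells and 100% = wells with enzyme stopped by NaOH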
D1 mod: D1 dopamine receptor (human) allosteric modulation | P21728 | HEK293 D1, CRE-luciferase, dopamine EC30 potentiation; actives deviate in either direction | B-score at 10 µM | 58,000 compounds, 5.9% hits | AID 641;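 active = luminescence count or its row- and column-corrected plate score outside the 99.7% band of the plate's sample wells, on either side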
CatB block: human cathepsin B inhibition. P07858. purified cathepsin B, fluorogenic substrate, fluorescence. inhibition, %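 (tested at 10 µM)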. 63,000 compounds, 0.1% hits. AID 453; in the data active = inhibition above about 21%;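 also: 0% = enzyme with no compound and 100% = no enzyme blank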
Cdc25B inh: human M-phase inducer phosphatase 2 inhibition; P30305; recombinant Cdc25B, OMFP fluorescence Ex485/Em525; inhibition, %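 (compounds tested at 10 µM final in the well)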; 65,000 compounds, 0.1% hits; in the data active = inhibition above about 50%
Ecoli tolC: growth inhibitors of E. coli BW25113 tolC mutant | OD615 | growth inhibition, % at 10 µM (by protocol) | 65,000 compounds, 2.2% hits | AID 573;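 active = growth inhibition at or above a cutoff equal to the mean over every tested compound plus 3 SD, cut at about 60% in these data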;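 also: growth measured after 20 h incubation at 37 °C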
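Test system: E. coli BW25113 ΔtolC::kan bacteria; incubation: 37 °C, 20 h exposure; medium: LB broth supplemented with 50 µg/mL kanamycin; read-out basis: percent growth inhibition; signal: A615 absorbance measurement; compound: 10 µM final, single dose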
Ec RNAP inh: Escherichia coli RNA polymerase inhibition | P0A8V2 | E. coli RNA polymerase, fluorescence transcription assay | inhibition, %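 (tested at 10 µM)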 | 62,000 compounds, 0.2% hits | AID 559; in the data active = inhibition above about 20%;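 also: 0% = enzyme without compound and 100% = no enzyme blank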
Target sequence (P0A8V2 whole entry, looked up): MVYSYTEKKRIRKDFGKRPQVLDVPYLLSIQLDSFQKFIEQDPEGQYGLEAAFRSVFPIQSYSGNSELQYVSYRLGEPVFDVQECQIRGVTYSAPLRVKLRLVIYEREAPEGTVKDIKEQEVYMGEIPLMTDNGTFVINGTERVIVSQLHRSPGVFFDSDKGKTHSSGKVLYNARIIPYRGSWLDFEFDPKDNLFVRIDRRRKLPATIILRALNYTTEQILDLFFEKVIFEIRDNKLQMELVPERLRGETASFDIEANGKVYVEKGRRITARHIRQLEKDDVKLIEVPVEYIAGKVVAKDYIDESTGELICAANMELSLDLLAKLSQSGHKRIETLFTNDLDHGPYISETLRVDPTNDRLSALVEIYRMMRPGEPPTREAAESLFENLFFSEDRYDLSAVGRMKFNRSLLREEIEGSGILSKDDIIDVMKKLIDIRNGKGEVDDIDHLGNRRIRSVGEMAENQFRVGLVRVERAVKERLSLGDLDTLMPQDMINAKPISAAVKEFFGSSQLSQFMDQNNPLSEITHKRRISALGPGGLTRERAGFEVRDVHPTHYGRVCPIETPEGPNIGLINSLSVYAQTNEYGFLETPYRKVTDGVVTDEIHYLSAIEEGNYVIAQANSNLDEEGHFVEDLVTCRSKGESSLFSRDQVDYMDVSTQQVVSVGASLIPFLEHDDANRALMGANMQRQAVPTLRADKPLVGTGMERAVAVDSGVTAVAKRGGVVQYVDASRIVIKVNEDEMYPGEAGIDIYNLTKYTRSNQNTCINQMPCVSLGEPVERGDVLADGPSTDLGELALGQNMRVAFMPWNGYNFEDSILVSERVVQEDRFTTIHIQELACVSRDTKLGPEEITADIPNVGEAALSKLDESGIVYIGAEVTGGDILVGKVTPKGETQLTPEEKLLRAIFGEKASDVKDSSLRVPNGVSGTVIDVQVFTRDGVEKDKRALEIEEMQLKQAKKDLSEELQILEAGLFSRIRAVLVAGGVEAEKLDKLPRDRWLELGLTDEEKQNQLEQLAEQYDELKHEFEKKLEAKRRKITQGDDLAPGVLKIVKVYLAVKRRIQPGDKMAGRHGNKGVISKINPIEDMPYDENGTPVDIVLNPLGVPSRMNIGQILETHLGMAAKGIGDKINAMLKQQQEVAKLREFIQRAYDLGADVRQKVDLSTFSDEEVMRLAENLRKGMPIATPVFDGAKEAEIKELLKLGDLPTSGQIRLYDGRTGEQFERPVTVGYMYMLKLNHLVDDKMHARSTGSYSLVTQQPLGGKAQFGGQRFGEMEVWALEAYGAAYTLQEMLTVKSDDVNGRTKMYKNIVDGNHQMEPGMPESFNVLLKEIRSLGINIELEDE
Hsp90 inh: displaces geldanamycin probe from tumor Hsp90. P07900. NCI-N417 lysate Hsp90, Cy3B-geldanamycin FP displacement. inhibition, % at 30 µM. 64,000 compounds, 0.35% hits;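 active = inhibition above 50%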;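 also: 0% = tracer plus lysate wells and 100% = tracer alone without lysate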
* hit, by the source's call; nt = not tested or not shown; & = joins results of further samples.

1) COc1ccc2c(c1)CCc1c(C(=O)Nc3ccc(OC)c(OC)c3)noc1-2
2) CCCn1nnnc1SCC(=O)c1ccc2c(c1)OCCO2
3) CN(C)CCCN1C(=O)C(=O)/C(=C(/O)c2ccc3c(c2)OCCO3)C1c1ccccn1 (stereo not drawn)
4) Cc1cc(C)c2c(c1)OC(O)(C(F)F)CC2=O (stereo not drawn)
5) CCOc1ccc(Nc2cc(C)nc(N3CCOCC3)n2)cc1
6) CC(C)(C)c1ccc(C(=O)C=[N+]=[N-])cc1
7) CN=C1SC(CC(=O)NCCc2ccc(OC)c(OC)c2)C(=O)N1C (stereo not drawn)
8) COC(=O)C(F)(Sc1c(C)n(C)n(-c2ccccc2)c1=O)C(F)(F)F (stereo not drawn)
9) O=C(Nc1ccc2c(c1)CCC2)C1CCCO1 (stereo not drawn)
10) Cc1ccc(S(=O)(=O)N2C(=O)CCC2C(=O)N2CCN(C)CC2)cc1 (stereo not drawn)

screen / no.	1	2	3	4	5	6	7	8	9	10
CatB mix inh	5	6	3	3	6	nt	1	7	1	2
AP complement	18	0	4	9	4	nt	-11	13	11	12
MKP-1 inh	10	10	-17	7	-11	-23	-14	13	-8	26
D1 mod	-0.54	-0.21	-0.051	-0.48	-0.072	0.52	0.22	0.12	0.45	-0.018
CatB block	-1	7	3	-5	1	3	2	-5	4	1
Cdc25B inh	-15	-5	-2	-6	6	-2	-10	-6	-12	-7
Ecoli tolC	-14	11	-5	-6	1	0	-4	-9	-9	-15
Ec RNAP inh	4	4	9	5	13	-17	-8	0	6	4
Hsp90 inh	2	3	-3	-3	-1	-2	0	0	-4	0

From entry 8 as far as 10, as listed above:
8) COC(=O)C(F)(Sc1c(C)n(C)n(-c2ccccc2)c1=O)C(F)(F)F (stereo not drawn)
9) O=C(Nc1ccc2c(c1)CCC2)C1CCCO1 (stereo not drawn)
10) Cc1ccc(S(=O)(=O)N2C(=O)CCC2C(=O)N2CCN(C)CC2)cc1 (stereo not drawn)

screen / no.	8	9	10
CatB mix inh	7	1	2
AP complement	13	11	12
MKP-1 inh	13	-8	26
D1 mod	0.12	0.45	-0.018
CatB block	-5	4	1
Cdc25B inh	-6	-12	-7
Ecoli tolC	-9	-9	-15
Ec RNAP inh	0	6	4
Hsp90 inh	0	-4	0

(more compounds)
11) Cc1ccc(S(=O)(=O)N(C)c2nonc2C)cc1
12) CCOC(=O)C1=C(C)NC(C)=C(C(=O)OC)C1c1cccc([N+](=O)[O-])c1 (stereo not drawn)
13) COC(=O)c1cc(OC)c(OC)cc1NC(=O)C1CCCO1 (stereo not drawn)
14) Nc1cccc2c1C(=O)N(c1ccccc1)C2=O
15) COc1ccc2c(c1OC)CN(C)CCc1cc3c(cc1C(O)C2)OCO3 (stereo not drawn)
16) CCN(CCCNC(=O)CNC(=O)Cn1cnc2ccccc2c1=O)c1ccccc1
17) CCN1C(=O)/C(=C2/Sc3ccc(OC)cc3N2C)SC1=Nc1cccc(O)c1
18) O=C(Nc1ccc(S(=O)(=O)N2CCOCC2)cc1)c1ccc(Cl)s1
19) c1ccc2c(c1)OCC(c1nn3cnnc3s1)O2 (stereo not drawn)
20) CCc1c(C)sc(NC(=O)C2CCCCC2C(=O)O)c1C(N)=O (stereo not drawn)

screen / no.	11	12	13	14	15	16	17	18	19	20
CatB mix inh	2	4	0	2	3	1	1	1	-3	1
AP complement	-7	13	6	3	-9	7	13	-1	14	21
MKP-1 inh	-9	-4	2	5	33	-3	17	0	-4	11
D1 mod	-0.03	-1.3	3.5	2.5	-0.24	-0.035	0.0043	0.11	-0.53	1.1
CatB block	5	7	3	1	7	5	2	1	0	2
Cdc25B inh	0	-7	-1	-9	-6	4	7	0	0	-7
Ecoli tolC	2	13	-2	-3	2	2	-9	9	-24	-5
Ec RNAP inh	11	11	7	1	4	0	-2	5	-4	1
Hsp90 inh	-6	0&1	nt	3	-3	-1	1	-2	-4	nt

Given bar-delimited: part of the list above
entry | SMILES | CatB mix inh | AP complement | MKP-1 inh | D1 mod | CatB block | Cdc25B inh | Ecoli tolC | Ec RNAP inh | Hsp90 inh
18 | O=C(Nc1ccc(S(=O)(=O)N2CCOCC2)cc1)c1ccc(Cl)s1 | 1 | -1 | 0 | 0.11 | 1 | 0 | 9 | 5 | -2
15 | COc1ccc2c(c1OC)CN(C)CCc1cc3c(cc1C(O)C2)OCO3 (stereo not drawn) | 3 | -9 | 33 | -0.24 | 7 | -6 | 2 | 4 | -3
12 | CCOC(=O)C1=C(C)NC(C)=C(C(=O)OC)C1c1cccc([N+](=O)[O-])c1 (stereo not drawn) | 4 | 13 | -4 | -1.3 | 7 | -7 | 13 | 11 | 0&1
19 | c1ccc2c(c1)OCC(c1nn3cnnc3s1)O2 (stereo not drawn) | -3 | 14 | -4 | -0.53 | 0 | 0 | -24 | -4 | -4
14 | Nc1cccc2c1C(=O)N(c1ccccc1)C2=O | 2 | 3 | 5 | 2.5 | 1 | -9 | -3 | 1 | 3

Next structures:
21) c1ccc(C(c2nnnn2Cc2cccs2)N2CCN(C3CCCC3)CC2)cc1 (stereo not drawn)
22) CCC(=O)Nc1nc2ccc3nc(C)sc3c2s1
23) Cc1cc(C)cc(Nc2ncc3c(n2)CC(c2ccco2)CC3=O)c1 (stereo not drawn)
24) Cc1nnc(SCC(=O)Nc2ccccc2NC(=O)CSc2nnc(C)s2)s1
25) CCOC(=O)c1sc(=S)n(-c2cc(OC)ccc2OC)c1N
26) C=CCNC(=O)C1CC(=O)N(c2ccc(OCC(=O)Nc3cccc(OC)c3)cc2)C1 (stereo not drawn)
27) COCCn1c(SCC(=O)c2cccc(OC)c2)nnc1-c1ccco1
28) COc1ccccc1Nc1nc(-c2cccs2)cs1
29) Cc1cc2ccccc2c(=O)n1CC(=O)NCC(=O)N1CCN(c2ccccc2F)CC1
30) c1ccc(-c2noc(-c3ccc4ccccc4c3)n2)cc1

screen / no.	21	22	23	24	25	26	27	28	29	30
CatB mix inh	7	0	7	2	0	-2	-12	5	6	-2
AP complement	4	5	1	2	8	-5	9	9	24	8
MKP-1 inh	2	15	0	16	-12	0	7	7	-4	-15
D1 mod	-0.66	0.04	4.7*	0.6	-0.14	-1	-0.4	nt	3.4*	-7*
CatB block	1	4	1	4	7	10	3	2	1	1
Cdc25B inh	-15	2	9	-7	1	1	1	3	-12	-11
Ecoli tolC	-1	12	36	-9	-2	-8	-16	25	-2	-7
Ec RNAP inh	13	5	13	0	7	11	2	14	3	-3
Hsp90 inh	-3	-3	-3	-4	-2	-6	-1	-1	-1	5

31) O=C(CCNS(=O)(=O)c1cccs1)NCc1ccco1
32) Cc1cccc(-n2nnc(C(=O)NCc3ccc4c(c3)OCO4)c2N)c1
33) COc1ccccc1NC(=O)C(O)C(O)C(=O)Nc1ccccc1OC (stereo not drawn)
34) Cc1cc(NC(=O)Cn2nc(C(F)(F)F)c3c2CCCC3)no1
35) O=C(CSc1ccc(-c2ccc(F)cc2)nn1)N1CCCCC1
36) CCOC(=O)Cc1cn2c(=O)cc(CSCC(=O)Nc3ccc(C)c(C)c3)nc2s1
37) Cc1cc(N2CCN(c3ccccc3)CC2)n2c(n1)nc1ccccc12
38) Cc1ccc(NS(=O)(=O)c2cccc(C(=O)O)c2)c(C)c1
39) CC(=O)c1ccc(N2CCN(C(=O)c3cc(C)on3)CC2)cc1
40) CCn1cc(C(=O)OCC(=O)OC2CC(C)CCC2C(C)C)c(=O)c2ccc(C)nc21 (stereo not drawn)

screen / no.	31	32	33	34	35	36	37	38	39	40
CatB mix inh	6	4	4	3	-1	2	2	3	-4	4
AP complement	2	-9	-4	10	15	29	7	6	5	4
MKP-1 inh	28	-6	-17	17	-5	-7	17	1	-3	34
D1 mod	nt	2	-0.9	-0.3	-2.9	-0.015	0.36	0.072	nt	6.4*
CatB block	3	5	5	-4	2	0	2	4	2	-6
Cdc25B inh	-7	-13	8	8	18	5	-9	1	-15	-19
Ecoli tolC	-4	23	-29	-6	1	1	23	-18	-14	84*
Ec RNAP inh	14	6	7	3	4	1	12	7	6	9
Hsp90 inh	nt	-3	-2	-8	-5	-4	-17	0	-13	-3

41) CS(=O)(=O)N1CCC(C(=O)Nc2ccc(Cl)c(C(F)(F)F)c2)CC1
42) O=C(CCN1CCN(c2ccc(Cl)cc2)CC1)Nc1ccccc1F
43) CC(C)(C#CCN1CCCC1)OCCC#N
44) COc1ccc(CNC(=O)c2cc(-c3cccs3)on2)cc1
45) CCC(=O)N1CCc2cc(S(=O)(=O)NCCC(=O)Nc3ccccc3C)ccc21
46) CCCc1ncc(C(O)c2ccc(OC)cc2)n1C (stereo not drawn)
47) COCC(=O)NC1CCN(C(=O)NCc2ccccc2)CC1
48) Cc1c(C(=O)N2CCCC2)oc2c1-c1[nH]ncc1CC2
49) O=C(NCCc1ccccc1)C1CCN(S(=O)(=O)c2cccnc2)CC1
50) Cn1c(=O)n(-c2cccc(Cl)c2)c(=O)n1C

screen / no.	41	42	43	44	45	46	47	48	49	50
CatB mix inh	4	1	-3	3	7	0	-4	-1	-2	3
AP complement	8	3	-6	15	16	22	7	11	8	18
MKP-1 inh	-16	5	-6	4	12	7	16	8	5	-2
D1 mod	-1.1	-0.3	1.3	-0.02	0.42	-0.76	0.17	0.57	0.036	2.7
CatB block	1	5	2	2	1	2	0	3	-1	2
Cdc25B inh	-6	-8	-6	-10	24	5	7	-16	-14	-11
Ecoli tolC	18	7	-15	-1	-14	4	-8	-3	-15	-12
Ec RNAP inh	8	8	-4	0	4	-2	-4	8	3	5
Hsp90 inh	-1	-3	-3	-5	-2	2	-3	11	1	0

51) O=C(Nc1ccc(F)cc1Cl)c1ccc2c(=O)n3c(nc2c1)CCCCC3
52) C=CCOc1cccc(C2/C(=C(/O)c3ccc(Cl)cc3)C(=O)C(=O)N2CCN2CCOCC2)c1 (stereo not drawn)
53) COc1ccc2cc3c(N)c(C(=O)NCc4ccco4)sc3nc2c1
54) Cc1noc(/C=C/c2ccco2)c1S(=O)(=O)N1CCC(C(=O)N2CCc3ccccc3C2)CC1
55) CN(C)S(=O)(=O)c1ccc(C(=O)N2CCCC2c2nc3ccccc3s2)cc1 (stereo not drawn)
56) O=C(CSc1nc2c([nH]c3ccccc32)c(=O)n1-c1cccc(Cl)c1)N1CCOCC1
57) O=C(NC1CCCCC1)c1ccc(S(=O)(=O)NCc2ccco2)cc1
58) Cc1cccc2[nH]c(-c3ccc(NC(=O)c4ccco4)cc3)nc12
59) CCCC(=O)NC(C)C(c1cccs1)N1CCN(C)CC1 (stereo not drawn)
60) COc1cc(NC(=O)CS(=O)(=O)c2ccc(C)cc2)cc(OC)c1OC

screen / no.	51	52	53	54	55	56	57	58	59	60
CatB mix inh	5	6	2	-1	6	0	4	-1	-2	7
AP complement	14	-20	-10	12	-16	17	9	7	-11	-7
MKP-1 inh	-21	-9	7	12	3	42	-15	8	8	37
D1 mod	-0.52	0.015	-0.12	nt	-0.58	-0.058	nt	-1.9	-1.4	0.13
CatB block	2	6	2	6	3	-1	2	-6	0	3
Cdc25B inh	-2	3	0	24	6	-20	-7	-6	-4	-5
Ecoli tolC	-10	15	31	10	-2	-20	-3	9	-8	-6
Ec RNAP inh	3	1	-11	3	6	-9	7	7	-6	2
Hsp90 inh	2	-3	-3	-12	-3	-3	-7	-5	-1	2
